Source: PubChem
FN deposit inh: fibronectin deposition inhibition. AH1F fibroblasts, Alexa488-fibronectin deposition fluorescence, overnight. inhibition, % at 12.6 µM. hit rate 0.086% among 350,000. AID 743247;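 active = mean inhibition across replicates of 30% or more, regardless of how many single replicates reach that level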;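 note: positive control wells lacked labelled fibronectin entirely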
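Material: AH1F fibroblasts assembling fluorescent fibronectin matrix; amount: 10000 AH1F cells/well; medium: DMEM, 2% serum; reagent: Alexa488-fibronectin, 24 nM final in well; dosing: single compound dose, delivered by pin transfer; incubation: 1 h adhesion, overnight exposure; detection: fluorescence after three HBSS washes, excitation 485 nm, emission 525 nm; measure: fibronectin deposition inhibition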
INS-1E GSIS act: primary screen for activators of insulin secretion dependent on glucose, INS-1E cells, GLuc reporter luminescence | INS-1E GLuc reporter insulin secretion, 2-3 h | activation, % at 16.6 µM | hit rate 0.61% among 370,000;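 active = lowest replicate activation of at least 40%, so every replicate reaches that level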;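 note: 0% = median of neutral control wells and 100% = median of IBMX positive control wells; some compounds called inactive have numbers as strong as hits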
miR122 inh: blocks miR-122 activity in Huh7 sensor cells. activation (reporter increase), % at 12.5 µM. hit rate 0.3% among 340,000. Huh7 miR-122 Renilla luciferase sensor, 48 h; neutral wells = 0, positive control = 100;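 active = mean replicate activation score at least 90 and every replicate individually at or above 90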;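 note: higher luciferase means less miR-122 activity so hits act as miR-122 inhibitors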
PglD DTNB: inhibitors of Campylobacter jejuni PglD acetyltransferase. purified PglD enzyme, DTNB colorimetric CoA detection. inhibition, % at 12.5 µM. hit rate 0.098% among 360,000; in the data active = inhibition above about 16%, passing the limit was not always enough; note: strong numbers were not always called active
CFTR F508del cor: correctors of CFTR F508del function in bronchial epithelial cells; CFBE cells, YFP halide quenching; stimulated with forskolin plus potentiator P3; % fluorescence drop versus neutral controls; activity (quench increase), % at 7.58 µM; hit rate 0.36% among 350,000;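 active = mean added fluorescence quench of at least 8% versus neutral control, with both replicates also reaching 8%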;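 note: cells transiently co-express mutant CFTR-F508del with the halide-sensitive YFP; corrector assay measuring rescue of mutant channel to the surface after 24 h compound exposure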
Statin myotox sup: suppressors of simvastatin-induced myotoxicity in C2C12 myotubes; ATP luminescence, 48 h; scaled: DMSO 0, geranylgeraniol control 100; rescue of ATP level, % at 7.49 µM; hit rate 0.78% among 330,000;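 active = mean ATP rescue above about 67%, or every replicate alone reaching that limit, limit read from the data, passing the limit was not always enough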;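 note: myotubes were challenged with 10 µM simvastatin during compound exposure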
PGC1a acetyl inh: modulators of PGC1a acetylation. U2OS PGC1a acetylation, AlphaScreen anti-acetyl-lysine; with virally co-expressed GCN5 acetyltransferase. inhibition, % at 15.6 µM. hit rate 0.17% among 350,000;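 active = every replicate shows inhibition of at least 40%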;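 note: 0% = neutral control wells and 100% = positive control wells; some results beyond the cut were filed as inactive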
Cneo AK release: Cryptococcus neoformans lysis via adenylate kinase release; C. neoformans lysis, adenylate kinase release luminescence, 4 h; normalised: neutral wells 0, clomiphene wells 100; AID 651654; lysis activity, % at 15 µM; hit rate 0.2% among 360,000;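 active = mean lysis activity across replicates of at least 80%, whatever share of replicates individually reach that level; inactive = mean lysis activity below 80%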
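Test system: log-phase Cryptococcus neoformans yeast cells. Input: 5 × 10^6 yeast cells/mL. Medium: fresh YPD growth medium. Doses: single dose. Incubation: static 4 h at 37 °C with compound, 1 h detection. Measured by: luminescent adenylate kinase detection reagent. Read-out: signal increase indicating cell lysis. Benchmarks: Clomiphene.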
Active calls of the source: *; x = no result given; & = joins results of further samples; [ ] = another dose, or the depositor's remark.

Sequence of screens: CFTR F508del cor | PGC1a acetyl inh | Cneo AK release | miR122 inh | INS-1E GSIS act | FN deposit inh | PglD DTNB | Statin myotox sup
1. O=C(NC1CCCC1)N1CCCCN2[C@@H](CO)[C@@H](c3ccc(-c4cncnc4)cc3)[C@@H]2C1
    1.5 | 3.4 | -2.2 | 4.8[16.7 µM] | 4.7 | x | 1.3 | x
2. Cc1noc(C)c1S(=O)(=O)Nc1ccc2c(c1)CC(=O)N([C@H](C)CO)C[C@@H](C)[C@H](CN(C)C)O2
    -1.0 | 3.5 | -0.8 | 6.9[16.7 µM] | 1.0 | x | -6.2 | 2.1
3. O=C(Cn1cnc(S(=O)(=O)N2CCCC2)c1)Nc1cccc(Br)c1
    -1.7 | 1.4 | -0.6 | -6.4 | 8.1 | -2.0 | 3.5 | 2.5
4. O=C(NCCN1CCN(Cc2ccccc2)CC1)C1CC(=O)N(C2CCCC2)C1 (stereo not given)
    x | 19.9 | -0.3 | 4.1 | x | x | 1.8 | -10.5
5. CCOC(=O)N1CCC(NC(=O)CCc2c(C)nc3ncnn3c2C)CC1
    x | x | 0.2 | 5.5 | x | x | 3.7 | 1.3
6. CN(C)CCCN(C(=O)c1ccc(C(=O)c2ccccc2)cc1)c1nc2cc3c(cc2s1)OCCO3
    -4.0 | -3.5 | 0.2 | -5.8 | -17.8 | 0.7 | 6.9 | 1.3
7. C[C@H](CO)N1C[C@H](C)[C@H](CN(C)S(=O)(=O)c2cn(C)cn2)Oc2ccc(NC(=O)Nc3cccc4ccccc34)cc2CC1=O
    2.2 | -0.4 | -2.0 | 2.5[16.7 µM] | 2.9 | -6.1 | -0.2 | 6.1
8. Cc1ccccc1NC(=O)CSc1nnc2ccc(-c3cccnc3)nn12
    0.6 | x | 0.8 | -1.3 | 19.4 | 8.7 | -1.3 | 7.8
9. CCOC(=O)N1CCN(C(=O)CSCC(=O)Nc2nc(-c3cccs3)cs2)CC1
    x | -1.5 | -1.0 | -2.0 | x | x | 2.1 | 3.4
10. CCOC(=O)C1=C[C@@H](CC)N(S(=O)(=O)c2ccc(C)cc2)[C@H]1c1cccc(Cl)c1
    0.5 | -12.5 | 43.0 | -2.6 | -0.1 | 4.9 | -3.7 | 1.8
11. NS(=O)(=O)c1ccc(NC(=O)c2ccc(S(=O)(=O)N3CCc4ccccc43)cc2)cc1
    5.1 | 2.0 | x | -14.7 | 0.6 | -1.9 | x | 2.8
12. Cc1cccn2c(NC(=O)c3cccs3)c(-c3ccccc3)nc12
    x | 1.8 | 1.1 | -1.1 | 11.9 | x | -0.2 | x
13. Cc1noc(C)c1NC(=O)N1C[C@H](O)COC[C@H]2O[C@H](CC(=O)NCC3CC3)CC[C@@H]21
    -0.1 | 1.1 | 1.0 | 3.3[16.7 µM] | 5.6 | 4.8 | 2.0 | -6.0
14. O=C(NNC(=O)c1ccccc1Cl)c1ccc2c(c1)OCCO2
    -2.3 | -4.0 | 0.0 | -2.9 | 8.0 | -5.7 | -1.3 | 0.2
15. COc1ccccc1C1N(c2ccc(Cl)cc2)C(=O)C2CCCN21 (stereo not given)
    x | x | 0.9 | -0.6 | 24.1 | 0.3 | -0.8 | x
16. Cn1c(=O)[nH]c(=O)c2c1nc(SCC(=O)O)n2CCCc1ccccc1
    0.2 | 4.8 | -0.3 | x | 0.7 | -8.3 | 1.0 | -12.1
17. O=C(Cc1cccnc1)N1CC(=O)N2[C@H](C1)[C@@H](c1ccc(C#CC3CCCCC3)cc1)[C@@H]2CO
    0.3 | 2.1 | x | x | -13.0 | -16.1 | x | x
18. COc1ccc([C@@H]2[C@H]3CN(C(C)=O)CC=C3C(C#N)=C(N)C2(C#N)C#N)c2ccccc12
    x | 0.4 | -3.2 | 3.6 | -19.5 | x | -0.8 | -0.4
19. O=C(O)c1ccc(NC(=S)NC(=O)c2cncc(Br)c2)cc1
    -0.6 | -10.5 | 2.9 | -2.0 | x | 2.4 | 2.4 | -1.8
20. COc1ccc(NC(=O)Nc2ccc3c(c2)C(=O)N([C@@H](C)CO)C[C@H](C)[C@H](CN(C)S(=O)(=O)c2cccs2)OCCCC[C@H](C)O3)cc1
    0.5 | -18.5 | -4.5 | -0.2[16.7 µM] | -3.6 | x | 0.6 | x
21. COc1ccccc1N1CCN(CC(=O)c2c(N)n(C)c(=O)n(C)c2=O)CC1
    0.4 | -2.1 | x | x | 7.5 | -2.2 | x | x
22. C[C@H](CO)N1C[C@H](C)[C@H](CN(C)C(=O)Nc2ccc3c(c2)OCO3)OCCCC[C@H](C)Oc2ccc(NS(=O)(=O)c3cccs3)cc2C1=O
    -0.6 | 0.8 | -0.4 | 5.1[16.7 µM] | 0.3 | -1.1 | -1.8 | 32.7
23. COc1cccc(NC(=S)NC2CC(C)(C)NC(C)(C)C2)c1
    x | 4.9 | -5.7 | -9.2 | x | -2.0 | -4.4 | -3.6
24. C[C@@H]1CN([C@@H](C)CO)C(=O)Cc2cc(NC(=O)Cc3ccccc3)ccc2O[C@@H]1CN(C)S(=O)(=O)c1ccc(F)cc1
    -1.6 | -2.8 | -1.3 | -3.9[16.7 µM] | -17.9 | 16.2 | 0.9 | 30.2
25. C[C@H]1CN([C@@H](C)CO)C(=O)c2cc(C#Cc3cccnc3)cnc2O[C@@H]1CN(C)S(C)(=O)=O
    1.7 | 4.0 | 1.1 | -1.5[16.7 µM] | 19.1 | x | -1.7 | 8.1
26. CNC(=O)C[C@H]1CC[C@@H]2[C@@H](COc3ccc(NC(=O)Nc4ccccc4F)cc3C(=O)N2C)O1
    3.6 | -1.6 | -1.3 | 2.5[16.7 µM] | -11.6 | -6.9 | -0.5 | -6.8
27. O=C(Nc1cccc(O)c1)c1c(O)c2ccccc2[nH]c1=O
    1.2 | x | -3.9 | x | 1.7 | 4.4 | 2.3 | 12.7
28. C[C@H]1CN([C@@H](C)CO)C(=O)CCCn2cc(nn2)CO[C@@H]1CN(C)S(=O)(=O)c1ccc(-n2cccn2)cc1
    0.9&-1.5 | 0.3&7.7 | 0.2 | -7.8 | 3.7&0.1 | 0.1&-9.8 | 2.8 | 0.4
29. C=CC1=CCN(S(=O)C(C)(C)C)[C@@H]1CCO (stereo not given in full)
    -5.8 | -2.4 | 5.0 | -3.4 | 23.9 | 0.7 | 3.5 | 1.0
30. COc1ccc(Nc2nnc(-c3ccc(O)cc3)c3ccccc23)cc1
    -1.7 | x | -2.0 | -5.8 | -19.0 | x | -0.7 | -4.8
31. COCc1cc(C)n(CC(=O)NCC2CCCO2)c(=O)c1C#N (stereo not given)
    -0.8 | 8.4 | 9.4 | -6.5 | 17.1 | -4.5 | 5.2 | 43.5
32. CSc1ccc(NC(=O)NCc2cccnc2)cc1
    -2.4 | -10.3 | 0.3 | 6.2 | 2.8 | 2.8 | 0.9 | -0.7
33. CN(C)S(=O)(=O)CC12CCC(CC1=O)C2(C)C (stereo not given)
    x | -6.7 | 4.6 | -9.4 | 7.8 | x | -2.2 | 3.5
34. CN(C(=O)COC(=O)CN1C(=O)C2CC=CCC2C1=O)c1ccccc1 (stereo not given)
    -1.1 | 3.2 | 0.0 | -2.0 | 27.6 | 5.1 | -2.3 | 14.4
35. CC(=O)N(C1=C(Cl)C(=O)c2ccccc2C1=O)c1ccc(C(=O)O)cc1
    0.1 | x | -3.7 | x | -31.7 | -6.3 | 7.8 | -155.4
36. Cn1c2ccccc2c2cc(C(=O)NNS(=O)(=O)c3ccc(F)cc3)sc21
    x | 2.5 | -0.3 | x | x | -11.4 | 3.5 | -1.1
37. COc1ccc(-c2cc(C(=O)N3CCN(c4ccc(F)cc4)CC3)no2)cc1OC
    -1.3 | x | 1.4 | x | -20.5 | -10.0 | -4.2 | -2.3
38. COc1cccc(OCc2cc(C(=O)N3CCN(C(=O)c4ccco4)CC3)no2)c1
    0.2 | -9.8 | -3.3 | -6.1 | 16.1 | 4.3 | 1.9 | 4.7
39. O=C1C2=C(SCCS2)C(=O)N1CCCO
    x | 10.4 | 0.7 | -9.9 | x | 18.9 | -0.1 | x
40. Cc1nc2cc(-c3sccc3-n3cccc3)nn2c(C)c1C
    x | x | -1.3 | 6.2 | x | 4.6 | 0.9 | -4.3

An excerpt of these results, with bars between the fields:
# | SMILES | CFTR F508del cor | PGC1a acetyl inh | Cneo AK release | miR122 inh | INS-1E GSIS act | FN deposit inh | PglD DTNB | Statin myotox sup
33 | CN(C)S(=O)(=O)CC12CCC(CC1=O)C2(C)C (stereo not given) | x | -6.7 | 4.6 | -9.4 | 7.8 | x | -2.2 | 3.5
34 | CN(C(=O)COC(=O)CN1C(=O)C2CC=CCC2C1=O)c1ccccc1 (stereo not given) | -1.1 | 3.2 | 0.0 | -2.0 | 27.6 | 5.1 | -2.3 | 14.4
35 | CC(=O)N(C1=C(Cl)C(=O)c2ccccc2C1=O)c1ccc(C(=O)O)cc1 | 0.1 | x | -3.7 | x | -31.7 | -6.3 | 7.8 | -155.4

(more compounds)
Sequence of screens: CFTR F508del cor | PGC1a acetyl inh | Cneo AK release | miR122 inh | INS-1E GSIS act | FN deposit inh | PglD DTNB | Statin myotox sup
41. O=C(Cn1cc(C(=O)C2CCCCC2)c2ccccc21)NCC1CCCO1 (stereo not given)
    0.1 | 3.1 | 1.3 | -3.8 | 8.2 | x | x | -4.0
42. C[C@@H]1CN(S(=O)(=O)c2ccc3c(c2)OCCO3)CCN1S(=O)(=O)c1c(F)cccc1F
    1.1 | x | -1.3 | -3.9 | -2.4 | 5.0 | 1.4 | -1.3
43. Cc1cccc(-n2c(=O)c3c(n4cnnc24)-c2ccccc2CC32CCCCC2)c1
    x | -3.9 | -1.6 | -0.8 | x | x | -3.1 | 3.8
44. O=C(N[C@H]1CC[C@H](CCNS(=O)(=O)c2ccccc2)O[C@@H]1CO)c1cccc(F)c1
    0.6 | 2.1 | 1.4 | x | 9.9 | -7.3 | 2.9 | 3.1
45. COC(=O)CSc1nnc(CCc2ccccc2)n1C
    0.3 | 4.3 | -0.3 | -6.9 | -3.7 | -12.1 | 7.9 | -6.1
46. CN1CCN(C(=O)C[C@H]2CC[C@@H]3[C@H](COC[C@@H](O)CN3C(=O)c3ccccc3F)O2)CC1
    -3.4 | -1.9 | 0.1 | 4.1[16.7 µM] | -2.0 | -10.7 | 1.7 | 6.2
47. CCOC(=O)C1=C(N)N2C(=O)CSC2=C(C(=O)OC)C1
    x | -5.0 | -0.4 | 9.0 | x | x | -1.8 | -20.7
48. O=C1Nc2ccccc2C1(O)C/C(=N/O)c1ccccc1 (stereo not given)
    1.1 | -12.9 | x | x | -0.4 | -1.9 | x | x
49. Cc1ccc(OCC(=O)NCc2cccs2)cc1
    x | 10.3 | -2.2 | -5.5 | x | x | -10.9 | 5.0
50. CS(=O)(=O)c1ccc2nc(NC(=O)c3ccccc3)sc2c1
    0.0 | x | -5.0 | x | 3.8 | 0.5 | -4.9 | -30.6
51. C[C@H]1CN([C@@H](C)CO)C(=O)c2cc(-c3ccc(C#N)cc3)cnc2O[C@@H]1CN(C)C(=O)Nc1ccc(F)cc1
    1.1 | -2.7 | 1.9 | -0.7[16.7 µM] | -8.8 | 1.5 | -3.8 | -16.2
52. O=C(CN1CCN(c2ncccn2)CC1)N1CCCc2c1c(=O)oc1ccc(O)cc21
    x | 2.7 | -2.5 | 5.9 | 8.0 | x | -4.8 | 5.5
53. CCNC(=O)[C@@H]1[C@@H](CO)[C@@H]2Cn3c(ccc(C4=CCCCC4)c3=O)[C@@H]2N1Cc1ccccc1
    x | x | 44.1 | x | -4.8 | x | 1.1 | -3.9
